# APE1 inh: APE1 (human) endonuclease inhibition; P27695; recombinant APE1, TAMRA/BHQ-2 abasic DNA cleavage fluorescence; Potency, µM (series often up to 65.8 µM), without a hit: at the highest dose activity change, negative = inhibition, usual class: inhibitors; 350,000 compounds, 0.35% hits; AID 2517;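 also: potency is read from the fitted curve at half-maximal effect; plate controls were vehicle for no effect and reference inhibitor for full effect; nearly all actives have a fitted effect of over 55% in size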
#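 APE1 at 0.75 nM preincubated 15 min at room temperature with compound. Reaction then started with 50 nM double-stranded THF-abasic substrate labelled with TAMRA/BHQ-2, and 525/598 nm fluorescence read kinetically. Activity taken as third-minus-first read difference, normalized to DMSO and NSC13755 controls.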
# RXFP1 antagonist: antagonists of human relaxin receptor RXFP1; activity change, negative = inhibition, % at 57.5 µM; Q9HBX9; HEK293-RXFP1, relaxin-stimulated cAMP HTRF, 30 min; active compounds read low; AID 1259400; 350,000 compounds, 0.59% hits;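 active = activity change of -60% or lower, but not beyond a set lower limit; inconclusive = change between -60% and -40%, or beyond the set limit; inactive = change above -40%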; also: % is scaled to controls: 0 for no effect and ±100 for the full control effect
# Target sequence (Q9HBX9 whole entry, looked up): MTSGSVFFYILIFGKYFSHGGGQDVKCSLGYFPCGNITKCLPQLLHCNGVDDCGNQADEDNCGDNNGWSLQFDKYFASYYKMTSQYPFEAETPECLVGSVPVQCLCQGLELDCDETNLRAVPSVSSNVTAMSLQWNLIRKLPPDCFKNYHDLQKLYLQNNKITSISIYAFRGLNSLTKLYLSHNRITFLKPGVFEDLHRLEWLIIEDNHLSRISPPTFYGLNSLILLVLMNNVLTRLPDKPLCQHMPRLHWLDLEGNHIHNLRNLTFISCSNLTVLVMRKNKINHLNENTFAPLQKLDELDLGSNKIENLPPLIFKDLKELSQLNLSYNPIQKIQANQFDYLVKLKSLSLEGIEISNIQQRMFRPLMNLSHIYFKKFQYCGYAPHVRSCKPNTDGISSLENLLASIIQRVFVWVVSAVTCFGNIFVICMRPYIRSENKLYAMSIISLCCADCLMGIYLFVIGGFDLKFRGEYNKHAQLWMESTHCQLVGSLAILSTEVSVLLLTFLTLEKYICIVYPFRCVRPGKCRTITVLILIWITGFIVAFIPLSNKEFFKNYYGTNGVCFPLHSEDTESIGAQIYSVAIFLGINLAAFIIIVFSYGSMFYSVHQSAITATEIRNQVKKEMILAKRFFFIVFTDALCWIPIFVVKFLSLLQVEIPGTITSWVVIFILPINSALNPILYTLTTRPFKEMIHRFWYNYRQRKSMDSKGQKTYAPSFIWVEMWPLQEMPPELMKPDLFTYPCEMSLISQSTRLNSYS
# POLK inh: DNA polymerase kappa (human) inhibition; purified Pol kappa, fluorescent DNA synthesis assay, 10 min; 400,000 compounds, 0.53% hits; AID 588579; Potency, µM (doses to about 107 µM), inactives show at the highest dose activity, negative = inhibition, hits mostly inhibitors; Q9UBT6; also: potency is read from the fitted curve at half-maximal effect; % is scaled to controls: 0 for no effect and ±100 for the full control effect
#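 First, compounds were pin-transferred onto 10 nM Pol kappa. After 15 min at room temperature, substrate was added to 50 nM final. Fluorescence was then measured kinetically at 0 and 10 min.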
# POLH inh: DNA polymerase eta (human) inhibition. Q9Y253. recombinant Pol eta, fluorescent DNA replication assay. Potency, µM (doses to about 114 µM), without a hit: at the highest dose activity change, negative = inhibition, most hits filed as inhibitors. 390,000 compounds, 1.2% hits; also: potency is read from the fitted curve at half-maximal effect; % is scaled to controls: 0 for no effect and ±100 for the full control effect
#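 Fluorescent replication assay: 50 nM final substrate added after a 15 min room-temperature compound preincubation with 10 nM enzyme. Signal taken at 0 min and again at 10 min.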
# Anesthetic bind: binds horse apoferritin like a general anesthetic; P02791; apoferritin/1-aminoanthracene competitive binding, fluorescence; Potency, µM (series often up to 77.5 µM), without a hit: top-dose activity change, negative = displacement, hits mostly inhibitors; 350,000 compounds, 0.074% hits; AID 485281; also: potency is read from the fitted curve at half-maximal effect; % is scaled to controls: 0 for no effect and ±100 for the full control effect; nearly all actives have a fitted effect of over 20% in size
# Target sequence (P02791 2-175 limits assumed): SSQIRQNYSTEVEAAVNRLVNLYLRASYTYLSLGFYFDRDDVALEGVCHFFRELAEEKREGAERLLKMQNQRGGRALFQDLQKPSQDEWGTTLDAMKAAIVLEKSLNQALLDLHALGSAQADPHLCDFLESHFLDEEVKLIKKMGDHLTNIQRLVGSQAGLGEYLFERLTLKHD
#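 Horse-spleen apoferritin (10 uM) in 50% saturated 1-aminoanthracene in PBS was incubated 10 min at room temperature with compound. Fluorescence (ex 380, em 535 nm) was normalized to free and bound 1-AMA, with concentration-response fitted by a four-parameter Hill equation.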
# Pol iota inh: inhibitors of human DNA polymerase iota | Q9UNA4 | Pol iota fluorescent replication assay, 10 min | Potency, µM (series often up to 115 µM), for inactives: at the highest dose activity, negative = inhibition, most hits filed as inhibitors | 390,000 compounds, 1% hits; also: potency is read from the fitted curve at half-maximal effect
#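 Pol iota at 10 nM preincubated 15 min with compounds at room temperature; reaction started with fluorescent substrate, 50 nM final. Fluorescence read kinetically at 0 and 10 min; buffer-only wells as negative control.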
# Pol beta inh: blocks human DNA polymerase beta activity; Potency, µM (series often up to 114 µM), without a hit: at the top dose activity change, negative = inhibition, hits mostly inhibitors; 340,000 compounds, 1.3% hits; P06746; Pol beta primer extension/strand displacement, fluorescence kinetic; also: potency is read from the fitted curve at half-maximal effect; % is scaled to controls: 0 for no effect and ±100 for the full control effect
#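 Pol beta (10 nM) and compounds were preincubated 15 min at room temperature, then 50 nM substrate (final) started primer extension/strand displacement. Reads were taken at 0 and 10 min; concentration-response data were fitted to a four-parameter Hill equation.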
# BLM inh: inhibitors of human Bloom syndrome helicase BLM. P54132. recombinant BLM DNA unwinding, fluorescence dequenching. Potency, µM (doses to about 56.1 µM), for the others: top-dose activity change, negative = inhibition, usual class: inhibitors. 350,000 compounds, 0.2% hits;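 also: potency is read from the fitted curve at half-maximal effect; plate controls were vehicle for no effect and no enzyme for full effect; nearly all actives have a fitted effect of over 35% in size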
# Tb PGK inh: blocks T. brucei phosphoglycerate kinase | PGK/GAPDH coupled, Kinase-Glo luminescence, 60 min | 380,000 compounds, 0.043% hits | Potency, µM (top dose mostly 57.5 µM), inactives show top-dose activity change, negative = inhibition, most hits filed as inhibitors | P07378; also: potency is read from the fitted curve at half-maximal effect; % is scaled to controls: 0 for no effect and ±100 for the full control effect; nearly all actives have a fitted effect of over 60% in size
#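 Luminescent ATP detection (Kinase-Glo Plus) follows a 60-minute room-temperature incubation, with wells lacking PGK as controls. Buffer: 100 mM TEA (pH 7.6), 5 mM MgCl2, 0.01% Tween-20. Coupling enzyme GAPDH (100 nM final) supplies unstable 1,3-BPG in-well.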
# An asterisk follows results filed as active; i = inactive; ? = inconclusive; · = not tested or not shown; & = joins results of further samples; [ ] = remark or other dose. Unless noted, calls follow the shape of the dose curve; as a rule, active = well fitted curve in the direction sought with a large enough effect; inconclusive = small, poorly fitted or top-dose-only effect, or another doubt; inactive = no such curve, though single readings can be large; an effect the other way counts as inactive or inconclusive. The list is partial (hit frequency here may not be typical).
SMILES,APE1 inh,RXFP1 antagonist,POLK inh,POLH inh,Anesthetic bind,Pol iota inh,Pol beta inh,BLM inh,Tb PGK inh
COc1cc(C2C(C#N)=C(N)Oc3cc(C)oc(=O)c32)ccc1OC(=O)N1CCOCC1 (stereo not given),?,4,-8%,-1%,-11%,15%,2%,-4%,4%
Cc1nn(Cc2ccccc2)c(C)c1NC(=O)c1cc(-c2ccco2)on1,5%,3,8%,-18%,-2%,8%,-10%,-3%,1%
COc1ccc(CNc2nnnn2C)c(OC)c1,1%,-13,-1%,-10%,-5%,115%[activator],88%,-6%,-2%
O=C1CC(c2ccco2)Cc2nc(N3CCc4ccccc4C3)ncc21 (stereo not given),-6%,2,-35%,-14%,?,?,?,-9%,i
COc1ccc(N2CCN(CC(O)COc3ccc(C(C)C)c(C)c3)CC2)cc1 (stereo not given),·,-5,-4%,-27%,-14%,4%,-14%,-2%,-5%
Cc1cc(C)n2nc(CCCCc3nc4nc(C)cc(C)n4n3)nc2n1,19%,·,·,·,-8%,·,27%,-2%,·
CCN1CCN(CC(=O)N2c3ccccc3Sc3ccccc32)CC1,1%,-3,-6%,-3%,1%,-9%,-5%,0%,8%
Cc1ccc(N2CCn3c2nc2c3c(=O)n(CCCc3ccccc3)c(=O)n2C)cc1,·,7,-10%,-11%,-19%,-10%,-9%,-3%,2%
CCC(=Nc1ccccc1)C1=C(O)CCCC1=O,3%,-16,1%,-15%,-5%,28%,5%,-3%,-14%
CS(=O)(=O)Nc1ccccc1C(=O)Nc1cc(Cl)cc(Cl)c1,0%,-6,6%,-2%,-10%,2%,-3%,2%,-8%
Cc1cc(C)c(C)c(S(=O)(=O)N2CCC(C(=O)OCC(=O)N3c4ccccc4NC(=O)C3(C)C)CC2)c1C,?,7,-15%,?,-12%,?,?,-18%,-4%
COc1ccc2c(c1)C(=O)C(=O)N2,21%,-12,-10%,?,-4%,12%,-14%,2%,i
CCN(CC)c1ccc(NC(=O)C2CC3CCC2C3)cc1 (stereo not given),-1%,-22,4%,-13%,?,-1%,40%,0%,i
CN(c1ccccc1)S(=O)(=O)c1cccc(NC(=O)CC(C)(C)C)c1,19%,-11,-3%,-21%,3%,1%,20%,-5%,i
Cc1ccc(NC(=O)c2ccc(NC(=O)CCS(=O)(=O)c3cccs3)cc2)cc1F,·,·,-3%,-19%,-8%,9%,11%,-7%,-1%
COc1ccc(C2NC(=O)Cc3cc(OC)c(OC)cc32)cc1OC (stereo not given),3%,-3,-1%,-2%,7%,38%[activator],47%,-6%,-2%
COc1ccc(-c2c(C#Cc3ccc(N(C)C)cc3)c3ccccc3n2C)cc1,2%,·,-5%,-3%,·,1%,·,·,-9%
CC(=O)c1ccccc1NC(=O)COC(=O)c1cc2ccccc2[nH]1,-2%,-4,-15%,8%,·,-13%,·,·,1%
CC(=O)c1sc2nc(SCC(=O)N3CCCCC3)[nH]c(=O)c2c1C,?,10,79µM*,10µM*,-13%,?,-27%,-14%,1%
N/C(=N\O)c1ccc([N+](=O)[O-])s1,-4%,-8,8%,-9%,-8%,-1%,-14%,-5%,-9%
O=C(c1cnc2n(c1=O)CCS2)N(C1CCCCC1)C1CCCCC1,-5%,0,6%,-10%,3%,-15%,-19%,-3%,-3%
COc1ccc(Br)cc1CNC(=O)CCNC(=O)Cn1ccc2ccccc2c1=O,3%,-6,-10%,6%,-2%,95%[activator],?,-6%,-2%
COC(=O)c1ccccc1NC(=O)C1CC=CCC1C(=O)O (stereo not given),?,2,?,?,-1%,6%,?,0%,?
CCN(CC)CCN1C(=O)c2ccccc2NC1c1ccc(F)cc1 (stereo not given),2%,-3,-17%,-2%,105%[activator],7%,?,1%,-1%
Cc1ccc(NC(=O)Cc2cccs2)cc1Cl,-3%,4,-17%,-19%,?,60%[activator],-6%,-6%,-5%

# Going on with the list:
SMILES,APE1 inh,RXFP1 antagonist,POLK inh,POLH inh,Anesthetic bind,Pol iota inh,Pol beta inh,BLM inh,Tb PGK inh
O=C(CCc1nnc(-c2ccccc2)o1)NC1CCCCC1,-1%,0,4%,-7%,-4%,4%,2%,0%,-3%
CC(=O)N1CCC2(CC1)C/C(=N\NC(=S)Nc1ccccc1F)c1cc(O)ccc1O2,-10%,4,-7%,-4%,4%,-11%,-4%,-5%,-5%
Nc1cc(=O)[nH]c(SCC(=O)Nc2ccc(S(=O)(=O)N3CCCC3)cc2)n1,15%,-5,6%,-20%,·,40%[activator],·,·,7%
COc1ccc2ccccc2c1/C=N/NC(=O)c1ccccc1F,38%,-1,-7%,-3%,-7%,43%[activator],1%,-2%,-3%
Nc1ccccc1C(=O)NC1CCCCNC1=O (stereo not given),-2%,-3,-3%,-21%,-10%,148%[activator],31%,-1%,-5%
Cc1ccc(CCNC(=O)CC(C)CC2=NS(=O)(=O)c3ccccc3N2)cc1 (stereo not given),20%,2,-19%,-15%,-2%,51%[activator],13%,-1%,-1%
CC(NC(=O)CN(C)S(=O)(=O)c1cnc[nH]1)c1ccccc1 (stereo not given),?,-3,1%,8%,-2%,-3%,23%,-3%,-3%
CCN(C(=O)COC(=O)c1ccc([N+](=O)[O-])o1)C1CCCCC1,-36%,9,?,89µM*,·,?,·,·,-6%
COc1ccc(CC(=O)NCc2cccs2)cc1OC,0%,1,-3%,-9%,-8%,3%,0%,1%,-11%
Cn1c(C(=O)NCCc2c[nH]c3ccccc23)cc2sccc21,-14%,·,-18%,-14%,-14%,-8%,-1%,1%,2%
CCNC(=O)c1oc2c(c1C)C(=O)CC(C)(C)C2,12%,5,5%,-6%,-13%,28%,2%,-5%,-7%
O=C(NCC(=O)N(c1cccc(F)c1)C(C(=O)NCC1CCCO1)c1ccccc1)c1ccco1 (stereo not given),1%,8,3%,-5%,-4%,12%,26%,-3%,14%
O=C(NCCCN1CCN(c2ccccc2)CC1)c1nnc(Cc2ccc(F)cc2)o1,·,-7,-1%,-17%,1%,19%,-20%,-10%,-6%
COc1ccc(OC)c(S(=O)(=O)ON2C(=O)c3ccccc3C2=O)c1,6%,8,-1%,-11%,-4%,?,0%,-3%,i
O=C(CSCc1ccc([N+](=O)[O-])cc1)N/N=C/c1ccncc1,-3%,-5,-4%,2%,-18%,-7%,-26%,-7%,-6%
CC(=O)N(C)c1ccc(N=Cc2cc3c(cc2[N+](=O)[O-])OCO3)cc1,·,3,-21%,-13%,·,76%[activator],·,·,-3%
O=C(C=Cc1cccnc1)c1ccccc1,·,-27,-9%,?,·,?,·,·,3%
C/C(=N\NC(=O)c1c([N+](=O)[O-])c(C)nn1C)c1ccc(NC(=O)C2CCCC2)cc1,4%,5,-28%,-3%,-17%,10%,23%,-3%,-2%
CC[N+](CC)(CC#Cc1ccccc1)CC#Cc1ccccc1,-5%,-9,8%,-11%,-2%,36%[activator],-6%,1%,-12%
Cc1ccc(NC(=S)NNC(=S)Nc2ccc(C)cc2)cc1,·,-13,-5%,-14%,·,8%,·,·,-1%
CC1=C(C(=O)Nc2ccc(Cl)cc2)C(c2cccs2)n2nc(SCc3cccc(Cl)c3)nc2N1 (stereo not given),·,·,-7%,-6%,3%,1%,24%,-4%,-1%
COc1ccccc1NC(=O)C(C)NC(c1ccccc1)c1ccccc1 (stereo not given),8%,-5,-21%,-9%,4%,28%,1%,-4%,-3%
CN(Cc1ccccc1)C(=O)CSc1nc2c(c(C(F)(F)F)n1)CCc1ccccc1-2,·,-12,-17%,-19%,·,2%,·,·,-4%
COc1ccc(NC(=O)CN(C)C(=O)c2ccccc2OCC(=O)Nc2cccc(C(F)(F)F)c2)cc1,-9%,4,-3%,-5%,·,45%[activator],·,·,-6%
CCOc1cc(CNC)ccc1OCC(=O)NC(C)(C)C,27%,-20,-20%,-18%,-5%,98%[activator],23%,-10%,-2%

# Compound profiles, as listed above. Order of values: APE1 inh, RXFP1 antagonist, POLK inh, POLH inh, Anesthetic bind, Pol iota inh, Pol beta inh, BLM inh, Tb PGK inh
# `CC1=C(C(=O)Nc2ccc(Cl)cc2)C(c2cccs2)n2nc(SCc3cccc(Cl)c3)nc2N1` (stereo not given) as listed: ·, ·, -7%, -6%, 3%, 1%, 24%, -4%, -1%
# `Nc1cc(=O)[nH]c(SCC(=O)Nc2ccc(S(=O)(=O)N3CCCC3)cc2)n1` as listed: 15%, -5, 6%, -20%, ·, 40%[activator], ·, ·, 7%
# `O=C(C=Cc1cccnc1)c1ccccc1` as listed: ·, -27, -9%, ?, ·, ?, ·, ·, 3%

# Carrying on:
SMILES,APE1 inh,RXFP1 antagonist,POLK inh,POLH inh,Anesthetic bind,Pol iota inh,Pol beta inh,BLM inh,Tb PGK inh
Cc1csc(SCc2ccccc2C(=O)O)n1,-5%,-3,-1%,13%,-18%,5%,-1%,2%,-3%
Clc1ccc(CSc2nnc(-c3cccnc3)n2Cc2ccco2)c(Cl)c1,1%,-8,-23%,?,-12%,-7%,50µM*,-5%,-5%
C=CCNC(=S)Nc1ccc(Cl)c(S(=O)(=O)N2CCOCC2)c1,-2%,1,-1%,-23%,-10%,18%,2%,-2%,-7%
O=C1c2ccccc2C(=O)c2c1oc(C(F)(F)F)c2C(=O)c1ccccc1,?,·,-11%,-25%,?,15%,26%,2%,-5%
O=C(CSc1nnc(NC(=O)C2CCC2)s1)Nc1ccccc1,-2%,-8,5%,-15%,4%,40%[activator],-1%,-6%,-1%
O=S1(=O)N(Cc2ccccc2F)CCCN1Cc1c(F)cccc1Cl,42%,-18,-10%,-12%,3%,135%[activator],-10%,-12%,-8%
CC(C)NS(=O)(=O)c1ccc(OCC(=O)N(C)Cc2ccccc2)cc1,0%,22,-4%,-9%,-8%,19%,?,-5%,5%
C=C(CC1([C@@H](NP(=O)(c2ccccc2)c2ccccc2)[C@H]2C[C@@H]2CCCC)CC1)c1ccccc1,4%&-4%,·,0%,-12%,-18%&-1%,19%,-9%,-14%&-8%,-9%
O=C(NC(=S)Nc1ccc(Cl)cn1)c1cccs1,-6%,0,-6%,-18%,-14%,8%,58%,-4%,0%
